# aSyn 5UTR inh: 5' untranslated region of α-synuclein, MLPCN primary screen; inhibition, % (tested at 7.5 µM); 0.82% of 300,000 active; AID 1813; alpha-synuclein 5'UTR reporter, inhibitor activity; in the data active = inhibition above about 60%;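 also: H4 neuroglioblastoma cells stably carrying SNCA 5'UTR luciferase fusion; 0% = DMSO wells and 100% = positive control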
# IEC-6 tox: counter-screen for KLF5 inhibitors: cytotoxicity in IEC-6 cells | IEC-6 cytotoxicity, luminescence viability | inhibition, % at 5 µM | 0.78% of 290,000 active; in the data active = inhibition above about 22%;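 also: 0% = plate median of test compound wells and 100% = cytotoxic reference compound wells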
# HSF-1 act: increases HSF-1 driven luciferase reporter signal; 1.7% of 300,000 active; NIH3T3-HGL HSF-1 luciferase reporter, MG132, 8 h; 100% = twice DMSO control signal; activation, % at 9 µM; AID 504408;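 active = mean replicate activation of at least 50% with a set share of replicates each reaching 50%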;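 also: 0% = median of the neutral control wells and 100% = twice that signal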
# KLF5 inh: kruppel-like factor 5 inhibition; 0.23% of 290,000 active; inhibition, % at 5 µM; DLD-1 KLF5 promoter-luciferase reporter, luminescence;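 active = inhibition above a per-plate limit of that plate's mean compound inhibition plus 3 SD, cut at about 60% in these data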;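 also: 0% = DMSO wells and 100% = LY294002 at 200 µM; higher means less KLF5 promoter-driven luciferase light; inactives centre near -14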
# HDAC3 inhib: inhibitors of human histone deacetylase 3. inhibition, % at 8.3 µM. recombinant HDAC3, fluorogenic peptide/trypsin coupled, fluorescence. 0.15% of 320,000 active. O15379; in the data active = inhibition above about 26%, passing the limit was not always enough
# Target sequence (O15379 whole entry, looked up): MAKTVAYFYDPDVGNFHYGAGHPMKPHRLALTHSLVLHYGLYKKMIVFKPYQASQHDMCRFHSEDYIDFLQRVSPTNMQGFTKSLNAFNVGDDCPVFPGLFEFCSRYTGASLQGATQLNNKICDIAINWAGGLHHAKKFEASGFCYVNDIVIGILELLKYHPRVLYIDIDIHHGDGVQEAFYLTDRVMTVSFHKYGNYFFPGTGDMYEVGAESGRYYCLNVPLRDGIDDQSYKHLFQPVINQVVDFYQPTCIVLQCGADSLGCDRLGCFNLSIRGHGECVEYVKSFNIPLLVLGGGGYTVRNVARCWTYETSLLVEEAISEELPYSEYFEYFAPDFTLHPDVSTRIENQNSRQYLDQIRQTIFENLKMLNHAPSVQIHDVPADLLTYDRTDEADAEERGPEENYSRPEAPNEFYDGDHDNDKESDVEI
# Platelet DG rel: modulates dense granule release in human platelets; 0.22% of 300,000 active; human platelet-rich plasma, SFLLRN dense granule ATP release, luminescence; AID 1663; inhibition, %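 (compounds screened at 7.5 µM in platelet-rich plasma)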;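 active = mean replicate score, as percent of positive control, at or above 50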
# AI-2 QS mod: modulates the Vibrio harveyi AI-2 quorum sensing system; Vibrio harveyi JMH597 AI-2 luminescence/OD600 ratio, 9 h; active compounds read low; strain lacks LuxN and CqsS sensors; 0 = neutral-control median; activity change, % at 7.5 µM; 0.4% of 300,000 active; AID 2094; in the data active = activity change below about -75%, passing the limit was not always enough;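 also: luminescence divided by OD600 gain over 9 h not by final OD600 alone; inactives centre near 13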
# HSP90 refold inh: HSP90 refolding inhibition in rabbit reticulocyte lysate | luciferase refolding luminescence, 3 h | inhibition, % at 5.6 µM | 0.91% of 290,000 active | AID 1789;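 active = inhibition above the screen-wide mean plus 3 SD, computed separately per campaign, cut at about 16% in these data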;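 also: 0% = DMSO wells and 100% = 60 µM geldanamycin wells; inhibitors lower the luminescence because luciferase stays unfolded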
# HSF1 inhib: HSF1 inhibition; NIH3T3-HGL HSE-luciferase, MG132-induced, luminescence 8 h; active compounds read low; activity change, negative = inhibition, % at 7.5 µM (by protocol); 0.77% of 300,000 active;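 active = more than half of replicate wells show activity change below -50%, luminescence cut by over half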;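 also: luciferase reports HSF-1 transcriptional activity via heat shock element; 0% = median of DMSO wells and -100% = zero luminescence signal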
# HIF act: HIF pathway transcriptional activation; U2OS HRE-luciferase reporter, luminescence; normalized: DMSO 0%, desferrioxamine 100%; activation, % at 7.5 µM (by protocol); 0.32% of 300,000 active;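 active = mean activation of at least 10% of the iron chelator positive control signal, with at least half of replicates also reaching 10%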
# Numbers without * were called inactive; x = no result given.
# Second line of a record – aSyn 5UTR inh	IEC-6 tox	HSF-1 act	KLF5 inh	HDAC3 inhib	Platelet DG rel	AI-2 QS mod	HSP90 refold inh	HSF1 inhib	HIF act
Cc1ccc2nc(-c3ccc(NC(=S)NCCC(C)C)cc3)sc2c1
  -192	5	-2	-122	-25	3	20	1	7	-0.2
Cc1ccc(OCCNC(=O)c2cc(-n3cnnc3)ccc2Cl)cc1C
  0	6	2	-10	-6	2	21	2	1	-0.1
O=C(NCc1ccc2c(c1)OCO2)C1CCC(=O)N1C1CCCCC1 (centres undefined)
  0	-3	-30	1	-4	-12	29	-6	-5	-0.5
OC(CN1CCN(Cc2ccc3c(c2)OCO3)CC1)c1c[nH]c2ccccc12 (centres undefined)
  -7	-4	-18	-25	x	-4	32	2	-6	-0.2
c1ccc(CSc2nnc(-c3ccncc3)o2)cc1
  -104	-1	-2	-33	17	0	-88*	-1	-20	2.4
Cc1nc2nc(-c3ccccc3)cc(=O)n2[nH]1
  17	6	16	-14	9	10	22	8	-2	-0.3
COc1ccc(C(=O)Nc2cc(OC)cc3cccnc23)cc1
  -10	-2	12	-37	7	4	34	3	-2	-6.7
CC1CCCN(CCOCCSc2ccccc2)C1 (centres undefined)
  -4	1	-7	-5	2	4	7	5	-4	0.0
Cc1ccc2c(O)c(C)c(=O)[nH]c2n1
  -12	-2	4	-8	4	-15	20	2	-6	-0.8
CCC(C)[C@H](NC(=O)NCc1ccccc1Cl)C(=O)OC (some centres undefined)
  4	0	20	6	4	-1	29	-4	0	-0.3
O=C1CC(N2CCOCC2)C(=O)N1CCN1C(=O)CC(N2CCOCC2)C1=O (centres undefined)
  8	-5	3	-10	2	2	24	-4	-4	-0.8
CCCCCCCC(=O)N/N=C(\C)c1ccc(N)cc1
  -9	1	17	-40	-4	4	15	2	8	2.7
CCc1ccc(/C=N/NC(=O)c2cc(C3CC3)nc3ccc(Br)cc23)s1
  49	-2	-29	-35	0	5	5	2	-19	3.2
Fc1ccccc1CSc1ncnc2sc3c(c12)CCCC3
  12	-2	3	-27	3	-9	29	-3	-2	-0.1
CC(=O)Nc1ccc(NC(=O)[C@@H](NC(=O)N2C[C@H]3C[C@@H](C2)c2cccc(=O)n2C3)C(C)C)cc1
  3	-1	2	-6	-4	-3	17	3	2	-0.6
Cc1nc2cc(NC(=O)N(C)c3ccc4ccccc4c3)ccc2o1
  x	-1	x	-12	3	x	x	7	x	x
O=C(O)CCN1CC2([N+](=O)[O-])CC=C(OCCO)C([N+](=O)[O-])(C1)C2 (centres undefined)
  -19	-6	21	-17	2	2	15	-2	-3	0.1
CCC(=O)N1CCN(c2ccc(NC(=S)NC(=O)c3ccc(OC)c([N+](=O)[O-])c3)cc2)CC1
  17	2	-4	-29	-1	5	11	-7	-3	-1.2
Cc1ccc(CNS(=O)(=O)c2cc3c(cc2C)N(C)CCO3)cc1
  15	-1	-15	-4	x	1	5	-4	-2	0.1
O=C(Cn1cncn1)NCCC(c1ccccc1)c1ccccc1
  -6	-4	0	-19	-3	13	10	-1	6	-0.5
COc1cccc(C2=CC(=O)CCC2)c1OC
  3	x	11	x	1	-3	1	x	0	0.0
COc1cc(NC(=O)CCN2CC(C)OC(C)C2)cc(OC)c1 (centres undefined)
  -14	-7	7	-24	-2	4	13	2	-1	1.6
CC(=O)Nc1cccc(OCC(=O)Nc2ccccc2)c1
  -114	0	42	-70	-5	1	20	-1	22	4.1
CCOC(=O)N/N=C(\C)c1ccc(C)c([N+](=O)[O-])c1
  -19	6	-6	-11	1	15	7	0	-2	0.8
COc1ccc2c(c1)c(C(O)CN1CCN(Cc3ccc4c(c3)OCO4)CC1)c(C)n2C (centres undefined)
  -2	-3	25	-26	9	11	61	-3	24	-0.3
CCCCC(=O)Nc1ccc(C(=O)NCc2ccncc2)cc1
  -3	11	43	-30	-8	-4	5	-4	17	0.1
COc1cc(/C=N/NC(N)=O)ccc1OCC(=O)Nc1ccc(C)c(C)c1
  14	-1	-5	2	2	56*	31	-4	4	-0.5
COc1ccccc1NC(=O)CCC(=O)OCC(=O)c1ccc(C)c([N+](=O)[O-])c1
  6	-9	9	-16	-2	-3	4	-5	-3	-0.2
COn1cnnc1-c1ccccc1
  14	-2	1	-6	6	3	7	1	5	-0.4
CSc1ncc2c(n1)-c1cc(C)ccc1SC2
  18	0	-5	-3	1	-2	-15	-1	-4	0.1
O=C(Cn1ncc2c1-c1ccccc1OC2)N1CCN(Cc2ccccc2)CC1
  7	-5	-25	-13	1	-4	11	-4	-1	-0.6
O=C(O)c1ccc(N=Nc2c(O)ccc3ncccc23)cc1
  -13	8	-12	87*	8	8	27	54*	-1	-1.4
CS(=O)(=O)c1ccccc1C(=O)Nc1nc2ccccc2[nH]1
  1	-2	14	2	4	6	35	-3	12	-0.3
CC(C)S(=O)(=O)c1cnc(N2CCOCC2)nc1N
  -4	-4	-4	-28	1	1	-1	1	2	-0.3
O=C1CCCCN1CCC(=O)N1CCCC(N2CCN(c3ccccc3)CC2)C1 (centres undefined)
  -1	-5	1	-34	2	-9	13	-2	0	-0.2
CC(=O)N1CCCN(C(=O)c2cc(COc3c(F)cccc3F)on2)CC1
  15	0	-10	0	-5	5	14	1	-11	-0.3
O=C(CSC(=S)N1CCOCC1)Nc1ncc2c(n1)CC(c1ccco1)CC2=O (centres undefined)
  -17	2	3	-9	-2	3	16	-6	5	-0.2
CCN1C(=O)N(C)[C@@H](c2ccccc2)C(C(=O)OC)=C1C
  9	x	-6	x	5	1	14	x	-1	1.2
Clc1ccc2c(c1)[C@H]1OCC[C@H]1[C@@H](c1ccco1)N2
  -168	3	70*	-4	9	16	34	1	30	1.8
O=C(O)C1CCCCC1C(=O)NCCc1ccncc1 (centres undefined)
  -2	-6	0	-4	0	-10	23	-1	-2	-0.1
CSC(=S)N/N=C/c1ccccc1
  5	6	22	15	-1	7	9	-1	13	1.0
Cc1ccc(-c2nnn(CC(=O)N(c3ccccc3F)C(C(=O)NCC3CCCO3)c3c[nH]c4ccccc34)n2)cc1 (centres undefined)
  -17	-2	16	9	-7	-5	7	2	10	0.1
CC(C)C[C@H](NC(=O)OC(C)(C)C)C(=O)N[C@@H](CO)[C@H](O)[C@@H]1C[C@@H]1C(=O)NC1CC1
  -21	6	3	-15	-3	2	18	2	2	0.3
COc1ccccc1-c1cc(C(=O)Nc2cc(C)on2)no1
  -146	5	16	-21	4	0	33	0	8	3.7
Cc1onc(-c2c(F)cccc2Cl)c1C(=O)NC1=NCCS1
  20	-4	10	-5	-5	0	16	-2	-11	0.0
CN1CCN(C(=O)C2=C[C@H](c3csc4ccccc34)C[C@H](OCc3ccc(CO)cc3)O2)CC1
  0	0	1	-49	1	6	2	6	2	-0.4
Cc1cc(NC(=O)C(C)SCC(=O)Nc2cc(Cl)ccc2N2CCN(C)CC2)no1 (centres undefined)
  12	x	1	x	5	3	20	x	1	-0.6
CCn1nc(CC(=O)Nc2ccc(-n3cnnn3)c(OC)c2)c2ccccc2c1=O
  8	-1	3	-14	1	6	11	-2	1	-0.4
O=C(COC(=O)CCC(NC(=O)OCc1ccccc1)C(=O)OCC(=O)Nc1ccccc1)Nc1ccccc1 (centres undefined)
  16	-1	9	-11	0	12	7	-4	-13	-0.9
CC1(c2nnc(-c3ccc(Cl)cc3)o2)CC(c2ccc([N+](=O)[O-])cc2)=NO1 (centres undefined)
  8	x	-16	x	0	7	0	x	3	-0.5
Cc1c(C(=O)O)sc2nc(/C=C/c3cccc(O)c3)[nH]c(=O)c12
  19	-9	19	-28	3	3	11	0	5	-0.6
COc1cccc(N(CC(=O)NC2CCCC2)C(=O)CCC(=O)Nc2nccs2)c1
  -4	2	-6	-6	3	0	x	2	2	-0.4
COc1ccc(C(=O)O)cc1S(=O)(=O)N1CCN(c2ccccn2)CC1
  10	-3	26	-33	-5	1	-4	17*	11	-0.4
CCOC(=O)Cc1csc(NS(=O)(=O)c2ccc([N+](=O)[O-])cc2)n1
  -9	2	29	-15	2	2	28	7	4	0.2
Cc1ccc(S(=O)(=O)NCC(=O)N2CCN(c3ccc(F)cc3)CC2)cc1
  -10	4	-12	0	x	-8	2	0	-4	-0.5
Cc1ccc(-c2cc(C(=O)Nc3ccc(S(=O)(=O)Nc4nc(C)cc(C)n4)cc3)c3ccccc3n2)cc1
  -15	-4	-1	-12	16	-1	22	-4	12	-0.1
O=C(Cc1ccc(Br)cc1)N1CCc2ccccc2C1
  -145	-5	98*	-81	-1	-5	19	-8	69	-25
COc1cc(/C=N/O)cc(Br)c1OCC(=O)NCc1ccccc1
  16	5	6	10	7	1	-12	2	5	0.2
COc1cc(OC)c(N2CC34C=CC(O3)C(C(=O)O)C4C2=O)cc1Cl (centres undefined)
  -1	3	11	14	0	1	-4	-5	-6	-0.2
COCC(N)(c1ccccc1)c1nc2ccccc2n1C (centres undefined)
  -2	0	12	-29	2	12	29	-1	11	0.0

# (further entries)
# Second line of a record – aSyn 5UTR inh	IEC-6 tox	HSF-1 act	KLF5 inh	HDAC3 inhib	Platelet DG rel	AI-2 QS mod	HSP90 refold inh	HSF1 inhib	HIF act
Cc1cc(C)nc(Nc2n[nH]c(Cc3ccccc3)n2)n1
  15	1	1	17	x	13	26	2	-3	-0.4
Cc1ccc(NC(=O)C2CC(=O)N(C(C)C)C2)cc1C (centres undefined)
  12	2	-3	13	0	-12	10	1	-6	1.3
CC1CCCCN1CCNC(=O)c1ccc2c(c1)N(Cc1ccccc1)C(=O)c1ccccc1S2(=O)=O (centres undefined)
  -7	-9	-1	-35	x	3	13	4	-5	-0.2
Cc1ccc(C)c(NC(=O)CSc2nncn2C)c1
  -1	-5	-14	-34	4	4	-13	-3	-1	-0.6
c1cc2c(cc1OCCNC1CCCC1)CCC2
  -4	-1	0	-13	-6	2	15	-1	-7	-0.1
CCn1cc(C2=NC(c3ccccc3)CO2)c2ccccc21 (centres undefined)
  -17	-2	-2	-13	0	-4	9	0	7	0.9
CN(Cc1nc(-c2ccc3c(c2)OCO3)no1)CC1(N2CCOCC2)CCCCC1
  -44	-3	-25	-14	11	0	2	-1	-7	-0.4
CCOC(=O)c1[nH]c(C)c(C(=O)NC)c1C
  21	-8	7	-3	x	-1	20	-5	-5	-0.1
O=C(COc1ccc(C(=S)N2CCCC2)cc1)Nc1ccccc1C(F)(F)F
  4	-2	1	-16	2	-1	33	0	0	-0.4
CC(C)(CN1CCCCC1)NS(=O)(=O)c1ccc(Cl)cc1
  15	2	2	3	-7	4	8	-2	7	-0.9
O=C(CCn1c(=S)oc2ccccc21)Nc1cc([N+](=O)[O-])ccc1F
  9	3	15	-10	8	4	21	-2	11	1.4
O=C(NCc1cccnc1)C(=O)NCC1OCCCN1S(=O)(=O)c1ccc(Cl)cc1 (centres undefined)
  -9	-2	10	-10	-1	-3	21	-1	1	-0.2

# Some entries already given with just AI-2 QS mod, HSP90 refold inh and HSF1 inhib.
Structure,AI-2 QS mod,HSP90 refold inh,HSF1 inhib
COc1ccccc1NC(=O)CCC(=O)OCC(=O)c1ccc(C)c([N+](=O)[O-])c1,4,-5,-3
COn1cnnc1-c1ccccc1,7,1,5
CSc1ncc2c(n1)-c1cc(C)ccc1SC2,-15,-1,-4
